Gli-Sufu antag: antagonists of Gli-Sufu signaling; Sufu-KO-LIGHT fibroblasts, Gli luciferase reporter luminescence; inhibition, % at 5 µM; actives 0.74% (n = 340,000);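 active = inhibition above about 55%, limit read from the data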;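 note: 0% = DMSO-treated cells and 100% = wells with medium but no cells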
Jurkat NFkB inh: lowers PMA/ionomycin-induced NF-kB signal in Jurkat cells; PMA/ionomycin-induced NF-kB luciferase reporter, luminescence; inhibition, % at 4 µM; actives 0.53% (n = 330,000); in the data active = inhibition above about 50%
CCR6 antag: blocks CCL20-driven beta-arrestin recruitment at human CCR6; P51684; CHO-K1 CCR6 PathHunter beta-arrestin, luminescence, CCL20-stimulated; inhibition, % at 20 µM; actives 0.49% (n = 340,000); AID 493098;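 active = compounds whose inhibition of the agonist-driven luminescence signal at 20 µM reaches about 50%, limit read from the data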;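 note: cells stimulated with CCL20 at 14 nM final; plate controls were DMSO with CCL20 for no effect and DMSO without agonist for full effect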
CXCR6 inh: blocks human CXCR6 beta-arrestin recruitment; actives 0.36% (n = 360,000); AID 602244; CHO-K1 PathHunter CXCR6 beta-arrestin, luminescence; inhibition, % at 20 µM; in the data active = inhibition above about 34%, passing the limit was not always enough;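 note: antagonist mode with CXCL16 agonist at 10 nM final; 0% = 10 nM CXCL16 with DMSO and 100% = unstimulated wells without agonist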
Target sequence (O00574 whole entry, looked up): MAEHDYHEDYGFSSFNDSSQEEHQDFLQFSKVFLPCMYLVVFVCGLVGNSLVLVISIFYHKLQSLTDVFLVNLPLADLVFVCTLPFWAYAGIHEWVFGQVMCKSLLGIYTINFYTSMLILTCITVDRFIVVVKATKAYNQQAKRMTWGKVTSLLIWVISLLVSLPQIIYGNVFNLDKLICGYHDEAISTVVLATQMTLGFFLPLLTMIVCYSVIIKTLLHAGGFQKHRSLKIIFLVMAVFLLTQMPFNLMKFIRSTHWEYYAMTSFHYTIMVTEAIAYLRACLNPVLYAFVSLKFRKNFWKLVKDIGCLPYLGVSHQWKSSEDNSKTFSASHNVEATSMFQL
UBC13 polyUb: blocks human UBC13 polyubiquitin chain formation. P61088. TR-FRET. inhibition, % at 20 µM. actives 0.47% (n = 330,000). AID 485273; in the data active = inhibition above about 45%, passing the limit was not always enough
Target sequence (P61088 whole entry, looked up): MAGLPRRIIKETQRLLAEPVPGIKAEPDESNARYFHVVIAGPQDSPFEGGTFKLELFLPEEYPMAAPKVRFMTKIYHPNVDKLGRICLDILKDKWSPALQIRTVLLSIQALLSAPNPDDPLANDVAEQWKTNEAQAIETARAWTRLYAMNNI
EBI2 block: antagonists of human EBI2 receptor; actives 0.81% (n = 360,000); inhibition, % at 5 µM; EBI2 beta-arrestin recruitment, luminescence, 7a,25-OHC stimulated; AID 651636; in the data active = inhibition above about 38%;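 note: enzyme fragment complementation signal reports receptor beta-arrestin coupling in cells; 0% = agonist plus DMSO wells and 100% = wells without agonist; some results beyond the cut were filed as inactive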
Target sequence (P32249 whole entry, looked up, the tested form may be a part): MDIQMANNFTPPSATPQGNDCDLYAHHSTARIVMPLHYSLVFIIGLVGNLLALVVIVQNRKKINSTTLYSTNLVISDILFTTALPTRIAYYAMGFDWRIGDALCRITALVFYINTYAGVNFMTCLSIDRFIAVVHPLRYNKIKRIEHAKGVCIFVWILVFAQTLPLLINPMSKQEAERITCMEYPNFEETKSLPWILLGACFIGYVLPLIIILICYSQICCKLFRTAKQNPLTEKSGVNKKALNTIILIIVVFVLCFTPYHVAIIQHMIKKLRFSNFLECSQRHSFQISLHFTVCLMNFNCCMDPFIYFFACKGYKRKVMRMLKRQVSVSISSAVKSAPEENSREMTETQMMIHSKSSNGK
APJ antagonist: blocks the human apelin receptor APJ; P35414; CHO-K1 APJ beta-arrestin complementation, luminescence; inhibition, % at 20 µM; actives 0.32% (n = 330,000); AID 2521;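 active = inhibition above about 40% at 20 µM, limit read from the data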;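 note: cells challenged with 10 nM apelin-13 agonist together with compound; plate controls were apelin-13 plus DMSO wells for no effect and DMSO wells lacking apelin-13 for full effect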
697 NFkB inh: inhibitors of the PMA/ionomycin-induced NF-kB reporter in 697 B cells; 697 B-cell NF-kB luciferase reporter, 16 h; inhibition, % at 4 µM; actives 0.33% (n = 330,000); AID 435022; in the data active = inhibition above about 35%
The depositor's hits bear a star; / = no result given.

SMILES | Gli-Sufu antag | Jurkat NFkB inh | CCR6 antag | CXCR6 inh | UBC13 polyUb | EBI2 block | APJ antagonist | 697 NFkB inh
O=C(NCC1CCCO1)C(c1ccc(F)cc1)N(CC1CCCO1)C(=O)c1ccc(-c2ccccc2)[nH]1 (stereo unspecified) | 0.8 | -2.8 | 12.5 | -0.6 | -1.0 | -11.7 | -3.5 | -1.4
COc1ccc(-c2cc(=O)oc3c(C)c(OC(C)C(C)=O)ccc23)cc1 (stereo unspecified) | 3.3 | -0.7 | 12.3 | -6.0 | -0.3 | 19.0 | -13.6 | -14.8
Cc1cc(NS(=O)(=O)c2ccc(NC(=O)c3ccco3)cc2)no1 | 2.2 | 4.3 | 5.2 | -10.1 | 0.5 | -5.3 | 1.8 | 12.5
NC(=O)COc1ccc(/C=N\NC(=O)c2ccc(-c3ccccc3)cc2)cc1 | -10.5 | -5.4 | 13.5 | -0.3 | 21.8 | 3.6 | 8.6 | 3.8
Cc1ccc(CNC(=O)CCS(=O)(=O)c2cccc3nonc23)cc1 | 3.9 | 2.0 | -4.4 | -3.4 | -5.5 | -6.1 | 0.4 | 1.4
Cc1c(C2N3CC4(C)CN2CC(C)(C3)C4=O)c2ccccc2n1C (stereo unspecified) | 1.3 | 10.5 | 3.5 | -3.3 | -3.0 | 1.3 | 14.9 | 15.9
CCCc1nnc(NC(=O)c2cc(OC)cc(OC)c2)s1 | 1.1 | 2.9 | 8.5 | 5.5 | 6.5 | -12.4 | 13.6 | -8.7
COc1ccc(C(=O)NC(=S)Nc2ccccc2F)cc1 | -38.4 | -82.7 | 11.1 | 5.5 | -1.9 | -9.0 | 19.3 | -147.6
COc1cc(Cl)c(C)cc1NC(=O)COc1ccccc1[N+](=O)[O-] | -24.4 | -44.8 | -14.7 | -11.8 | -19.4 | -31.7 | -12.7 | -48.6
Cc1nn(-c2ccccc2)nc1CNC(=O)CC(C)(C)C | 2.6 | 6.8 | 2.2 | -5.3 | 3.1 | 0.2 | 25.1 | 8.6
CCN(C(=O)COC(=O)C1CCN(S(=O)(=O)c2cccs2)CC1)c1ccccc1 | -4.9 | 0.2 | -10.4 | 6.1 | 3.4 | -0.7 | -14.4 | 6.6
COCCSc1ccccc1C(=O)N1CCCC1 | -10.1 | 6.9 | 12.1 | -4.5 | -5.8 | -6.5 | 0.2 | 0.4
O=C(CCNC(=O)c1ccco1)Nc1ccccc1N1CCOCC1 | 4.0 | 1.1 | 0.1 | 3.2 | 8.2 | -6.3 | 9.5 | 6.7
CCCCN(CCCC)CC(O)CN1C(=O)NC(C)(C)C1=O (stereo unspecified) | 2.6 | -19.3 | 4.2 | -11.4 | 6.6 | -14.8 | -0.3 | 16.1
Cc1cc(N/C(=N\S(=O)(=O)c2ccc(Cl)cc2)c2ccc(F)cc2)no1 | 6.2 | -4.0 | -9.9 | -9.0 | -5.0 | -13.2 | 2.3 | -2.2
Oc1ccc2ccccc2c1C1Nc2cccc3cccc(c23)N1 | -1.5 | 23.3 | 19.5 | 4.1 | 4.1 | -2.8 | -8.8 | -24.5
O=C(O)CCCNc1ccc(S(=O)(=O)Nc2ccccc2C(=O)O)cc1C(=O)O | 0.3 | 11.1 | 9.4 | 2.5 | 1.6 | 0.1 | 9.1 | 12.8
O=C(NNC(=O)c1ccc2c(=O)n3c(nc2c1)CCC3)c1ccc(F)cc1 | -5.2 | -3.4 | -2.2 | -3.6 | -2.6 | 4.1 | -8.1 | -3.2
COC(=O)c1cn(NC(=O)Cn2nc([N+](=O)[O-])c(Cl)c2C)c(=O)c2ccccc12 | -0.1 | 11.1 | 12.5 | -0.3 | 9.8 | -3.6 | 4.8 | 14.0
CCOc1ccc(CNC(=O)C(=O)c2cn(CC(=O)N3CCOCC3)c3ccccc23)cc1OC | -10.9 | 2.5 | 9.4 | -5.0 | 4.6 | -10.7 | 16.8 | 19.7
CC(CCc1ccccc1)C(=O)NO (stereo unspecified) | -1.9 | 20.6 | -8.4 | -9.3 | 6.7 | -10.8 | 9.7 | 10.9
CN1CCC(OC(=O)C23CCC(C)(C(=O)O2)C3(C)C)CC1 (stereo unspecified) | 5.8 | -4.0 | -1.7 | -2.7 | 5.8 | -4.6 | 16.2 | 1.5
Cc1ccc(S(=O)(=O)N(C)CC(=O)OCC(=O)c2c(N)n(C)c(=O)n(C)c2=O)cc1 | -18.5 | -4.8 | 1.3 | -10.3 | -13.5 | -19.8 | -27.7 | -51.0
CN(CCC1CCCCO1)C(=O)CCc1nnc(C2CCCCC2)o1 (stereo unspecified) | 4.4 | -20.5 | 0.8 | 4.0 | 9.3 | -2.3 | -6.4 | -1.2
Cc1cc(C)c(S(=O)(=O)c2ccccc2C)c(OCC(C)(C)C)n1 | 9.2 | 4.7 | 22.1 | 1.5 | 7.6 | 11.7 | 18.5 | 1.6

The closing 3 records of the section above come first, to join the parts.
SMILES | Gli-Sufu antag | Jurkat NFkB inh | CCR6 antag | CXCR6 inh | UBC13 polyUb | EBI2 block | APJ antagonist | 697 NFkB inh
Cc1ccc(S(=O)(=O)N(C)CC(=O)OCC(=O)c2c(N)n(C)c(=O)n(C)c2=O)cc1 | -18.5 | -4.8 | 1.3 | -10.3 | -13.5 | -19.8 | -27.7 | -51.0
CN(CCC1CCCCO1)C(=O)CCc1nnc(C2CCCCC2)o1 (stereo unspecified) | 4.4 | -20.5 | 0.8 | 4.0 | 9.3 | -2.3 | -6.4 | -1.2
Cc1cc(C)c(S(=O)(=O)c2ccccc2C)c(OCC(C)(C)C)n1 | 9.2 | 4.7 | 22.1 | 1.5 | 7.6 | 11.7 | 18.5 | 1.6
O=C(NCCN1CCOCC1)C(=O)NCC1OCCN1S(=O)(=O)c1cc(F)ccc1F (stereo unspecified) | -12.1 | 6.7 | -3.9 | 4.7 | 3.1 | 1.8 | -19.1 | -3.5
O=C(O)CSC1c2ccccc2C(=O)N1c1ccccc1 (stereo unspecified) | -1.9 | -1.7 | -7.9 | -6.0 | 6.1 | -2.2 | 3.7 | -10.9
CCC(CC)C(=O)Nc1ccc(C(=O)Nc2cc(C)on2)cc1 | -8.7 | -12.8 | 18.4 | -6.7 | 7.3 | 7.2 | 7.5 | 17.9
O=C(CNC(=O)c1ccccc1F)OCC(=O)c1c[nH]c2ccccc12 | -1.1 | -1.3 | 12.3 | 3.6 | -12.8 | 0.5 | -4.3 | -4.2
NC(=O)c1ccsc1NC(=O)c1coc2ccccc2c1=O | -104.2 | -71.4 | 2.5 | 2.1 | -1.6 | 3.1 | -4.2 | -69.2
COCCCNS(=O)(=O)c1ccc(SC)cc1 | -0.4 | 0.8 | -1.9 | -0.2 | 7.1 | -3.7 | -1.3 | 12.6
COC(=O)c1[nH]c2ccc(C)cc2c1NC(=O)CCN1CCN(C2CCCCC2)CC1 | / | -4.9 | / | / | 7.3 | / | 5.8 | -34.8
OCC1(CCOc2ccccc2)CCN(Cc2ccccc2OC(F)F)CC1 | 21.2 | 11.7 | 3.1 | 3.9 | 6.1 | 4.8 | 7.0 | 3.6
Cc1ccc(CONS(=O)(=O)c2cc(C)ccc2C)cc1 | -8.8 | 19.2 | 5.4 | -1.9 | 14.6 | -19.4 | 9.9 | 3.2
Cc1nc(SCc2nc3ccc(C(F)(F)F)cc3[nH]2)c2oc3ccccc3c2n1 | 8.4 | 0.9 | 4.5 | -10.8 | -12.2 | 10.6 | 10.6 | 12.5
O=C(CCCNS(=O)(=O)c1ccccc1)NCc1ccco1 | 0.1 | 6.4 | -9.7 | -0.6 | 2.7 | -3.9 | 20.8 | 4.0
CCCCSC1=C(C#N)C(c2ccccc2C)C(C(=O)OCC)C(=O)N1 (stereo unspecified) | 4.6 | -1.7 | 2.0 | 9.8 | 5.2 | -2.1 | 2.1 | -15.2
C=CCN1C(=O)C(CC(=O)O)SC1=Nc1c(C)n(C)n(-c2ccccc2)c1=O (stereo unspecified) | 4.2 | -5.2 | 2.3 | -8.5 | -2.2 | 5.1 | 18.2 | -4.5
O=C(CCc1nnc(C2(c3ccc(Cl)cc3)CCC2)o1)N1CCCC(O)C1 (stereo unspecified) | -4.0 | 6.6 | -1.8 | 5.2 | 1.9 | -3.8 | 1.8 | -2.5
CCCCCc1nnc(NC(=O)CS(=O)(=O)Cc2ccccc2)s1 | 1.3 | -4.8 | 0.3 | -4.1 | 2.7 | 1.0 | 13.2 | 3.3
COC(=O)[C@@]1(Cc2ccc(OC)cc2)[C@H]2c3cc(C(=O)N(C)C)n(Cc4c(CO)[nH]cc(C)c4=O)c3C[C@H]2CN1C(=O)c1ccccc1 | 15.3 | 6.2 | -0.2 | -1.2 | -1.0 | -9.7 | 25.2 | 2.8
CC1=C(C(=O)NCCN2CCN(C)CC2)C2(CCC(C)CC2)OC1=O (stereo unspecified) | 1.7 | -19.6 | -3.7 | -5.4 | 4.3 | -12.3 | -2.6 | 1.1
Cn1[nH]c(C(F)(F)F)cc1=O | -0.1 | 7.1 | -7.8 | 9.0 | 2.2 | -9.0 | -0.6 | 17.2
Cc1ccc(C(C)NC(=O)CSc2ccc(S(=O)(=O)N3CCOCC3)cn2)cc1C (stereo unspecified) | -14.6 | / | 18.2 | -4.3 | / | -0.5 | / | /
CC1(C)CC(NC(=O)C(Cl)(Cl)Cl)CC(C)(C)N1 | 6.1 | 0.2 | -7.1 | -10.1 | 7.5 | -0.5 | -6.9 | -0.4
CCOc1ccc(N(C(=O)c2cnccn2)C(C(=O)NC2CCCCC2)c2ccc(O)cc2)cc1 (stereo unspecified) | 1.3 | -19.9 | 2.1 | -4.6 | -7.7 | -6.5 | -6.4 | -8.6
CCN(CC)S(=O)(=O)c1ccc(OC)c(NC(=S)Nc2cc(C)ccc2C)c1 | / | -5.6 | / | / | 3.5 | / | 16.3 | -9.7
COc1ccc2oc3cc(C)[n+]([O-])c(-c4ccc(Br)cc4)c3c2c1 | -10.2 | 38.6 | 8.0 | 6.2 | -11.7 | 4.8 | -12.4 | -44.5
CNC(=O)NC(=O)CSc1nnc(-c2ccco2)n1-c1ccccc1 | 7.0 | -11.3 | 1.3 | -2.9 | 0.3 | -5.0 | 3.6 | -2.1
CCn1c(COC(=O)CNC(=O)c2ccccc2F)nc2cc(S(=O)(=O)N(C)C)ccc21 | -3.0 | 4.0 | 7.7 | -1.9 | -0.8 | -4.3 | -53.6 | -1.3

Only Jurkat NFkB inh and EBI2 block (2 entries from above):
SMILES	Jurkat NFkB inh	EBI2 block
Cc1cc(NS(=O)(=O)c2ccc(NC(=O)c3ccco3)cc2)no1	4.3	-5.3
NC(=O)COc1ccc(/C=N\NC(=O)c2ccc(-c3ccccc3)cc2)cc1	-5.4	3.6

Next part.
SMILES | Gli-Sufu antag | Jurkat NFkB inh | CCR6 antag | CXCR6 inh | UBC13 polyUb | EBI2 block | APJ antagonist | 697 NFkB inh
COc1ccc(NC(=O)/C(=C/c2cccnc2)NC(=O)c2cccs2)cc1 | 0.2 | / | -8.4 | -4.7 | / | -16.2 | / | /
Cc1ccc(-c2ccc(/C=N\NC(=O)c3cc4c(ccc5ccccc54)o3)o2)cc1[N+](=O)[O-] | 2.7 | 18.9 | 23.3 | 4.5 | -19.3 | 5.0 | -1.3 | 9.9
CCCNc1c(N)c(=O)oc2ccccc12 | -3.5 | 10.0 | 1.6 | -2.8 | 2.1 | -2.2 | 56.5* | 6.9
O=C(NCCCN1CCOCC1)/C(=C/c1ccc(F)cc1)NC(=O)c1ccccc1 | 7.8 | -4.5 | -5.6 | -6.1 | -7.1 | 6.5 | -10.8 | -1.5
COc1ccccc1N1C(=O)C(Cl)=C(Nc2ccccc2O)C1=O | -1.6 | / | 16.4 | 1.0 | / | -2.2 | / | /
CCC(C)NC(=O)c1cc(CC(C)C)on1 (stereo unspecified) | -15.7 | -38.2 | 7.5 | -2.5 | -1.0 | -5.6 | 2.3 | -24.4
C/C(=N\Nc1c([N+](=O)[O-])c(C)nn1C)c1ccc(F)cc1F | 2.6 | 4.0 | 12.7 | 9.0 | -12.1 | 9.9 | 4.7 | -12.1
O=C(NCc1ccc(F)cc1)C1CCN(S(=O)(=O)c2ccc(Br)s2)CC1 | 1.2 | 17.4 | 25.7 | -2.5 | 8.2 | 51.9* | 9.1 | 1.5

Screening results as filed in PubChem BioAssay.
